# Source: PubChem
# CXXC DNA block – qHTS Fluorescence Polarization Assay for Inhibitors of MLL CXXC domain - DNA interaction. Histone-lysine N-methyltransferase 2A (Homo sapiens), Q03164. MLL-CXXC / FITC-HOXA9 DNA fluorescence polarization. Potency, µM (series often up to 115 µM), without a hit: top-dose activity change, negative = inhibition, most hits filed as inhibitors. 290,000 compounds, 0.037% hits; active = well fitted inhibition curve with a large enough effect in the polarisation, with a control signal flat, not every such curve was filed as active; inconclusive = small, poorly fitted or top-dose-only effect, or effect the other way, or a change in a side signal; inactive = no such curve, though single readings can be large or run the other way; the % refers to the polarisation; also: potency is read from the fitted curve at half-maximal effect
# Target sequence (Q03164 whole entry, looked up, the tested form may be a part): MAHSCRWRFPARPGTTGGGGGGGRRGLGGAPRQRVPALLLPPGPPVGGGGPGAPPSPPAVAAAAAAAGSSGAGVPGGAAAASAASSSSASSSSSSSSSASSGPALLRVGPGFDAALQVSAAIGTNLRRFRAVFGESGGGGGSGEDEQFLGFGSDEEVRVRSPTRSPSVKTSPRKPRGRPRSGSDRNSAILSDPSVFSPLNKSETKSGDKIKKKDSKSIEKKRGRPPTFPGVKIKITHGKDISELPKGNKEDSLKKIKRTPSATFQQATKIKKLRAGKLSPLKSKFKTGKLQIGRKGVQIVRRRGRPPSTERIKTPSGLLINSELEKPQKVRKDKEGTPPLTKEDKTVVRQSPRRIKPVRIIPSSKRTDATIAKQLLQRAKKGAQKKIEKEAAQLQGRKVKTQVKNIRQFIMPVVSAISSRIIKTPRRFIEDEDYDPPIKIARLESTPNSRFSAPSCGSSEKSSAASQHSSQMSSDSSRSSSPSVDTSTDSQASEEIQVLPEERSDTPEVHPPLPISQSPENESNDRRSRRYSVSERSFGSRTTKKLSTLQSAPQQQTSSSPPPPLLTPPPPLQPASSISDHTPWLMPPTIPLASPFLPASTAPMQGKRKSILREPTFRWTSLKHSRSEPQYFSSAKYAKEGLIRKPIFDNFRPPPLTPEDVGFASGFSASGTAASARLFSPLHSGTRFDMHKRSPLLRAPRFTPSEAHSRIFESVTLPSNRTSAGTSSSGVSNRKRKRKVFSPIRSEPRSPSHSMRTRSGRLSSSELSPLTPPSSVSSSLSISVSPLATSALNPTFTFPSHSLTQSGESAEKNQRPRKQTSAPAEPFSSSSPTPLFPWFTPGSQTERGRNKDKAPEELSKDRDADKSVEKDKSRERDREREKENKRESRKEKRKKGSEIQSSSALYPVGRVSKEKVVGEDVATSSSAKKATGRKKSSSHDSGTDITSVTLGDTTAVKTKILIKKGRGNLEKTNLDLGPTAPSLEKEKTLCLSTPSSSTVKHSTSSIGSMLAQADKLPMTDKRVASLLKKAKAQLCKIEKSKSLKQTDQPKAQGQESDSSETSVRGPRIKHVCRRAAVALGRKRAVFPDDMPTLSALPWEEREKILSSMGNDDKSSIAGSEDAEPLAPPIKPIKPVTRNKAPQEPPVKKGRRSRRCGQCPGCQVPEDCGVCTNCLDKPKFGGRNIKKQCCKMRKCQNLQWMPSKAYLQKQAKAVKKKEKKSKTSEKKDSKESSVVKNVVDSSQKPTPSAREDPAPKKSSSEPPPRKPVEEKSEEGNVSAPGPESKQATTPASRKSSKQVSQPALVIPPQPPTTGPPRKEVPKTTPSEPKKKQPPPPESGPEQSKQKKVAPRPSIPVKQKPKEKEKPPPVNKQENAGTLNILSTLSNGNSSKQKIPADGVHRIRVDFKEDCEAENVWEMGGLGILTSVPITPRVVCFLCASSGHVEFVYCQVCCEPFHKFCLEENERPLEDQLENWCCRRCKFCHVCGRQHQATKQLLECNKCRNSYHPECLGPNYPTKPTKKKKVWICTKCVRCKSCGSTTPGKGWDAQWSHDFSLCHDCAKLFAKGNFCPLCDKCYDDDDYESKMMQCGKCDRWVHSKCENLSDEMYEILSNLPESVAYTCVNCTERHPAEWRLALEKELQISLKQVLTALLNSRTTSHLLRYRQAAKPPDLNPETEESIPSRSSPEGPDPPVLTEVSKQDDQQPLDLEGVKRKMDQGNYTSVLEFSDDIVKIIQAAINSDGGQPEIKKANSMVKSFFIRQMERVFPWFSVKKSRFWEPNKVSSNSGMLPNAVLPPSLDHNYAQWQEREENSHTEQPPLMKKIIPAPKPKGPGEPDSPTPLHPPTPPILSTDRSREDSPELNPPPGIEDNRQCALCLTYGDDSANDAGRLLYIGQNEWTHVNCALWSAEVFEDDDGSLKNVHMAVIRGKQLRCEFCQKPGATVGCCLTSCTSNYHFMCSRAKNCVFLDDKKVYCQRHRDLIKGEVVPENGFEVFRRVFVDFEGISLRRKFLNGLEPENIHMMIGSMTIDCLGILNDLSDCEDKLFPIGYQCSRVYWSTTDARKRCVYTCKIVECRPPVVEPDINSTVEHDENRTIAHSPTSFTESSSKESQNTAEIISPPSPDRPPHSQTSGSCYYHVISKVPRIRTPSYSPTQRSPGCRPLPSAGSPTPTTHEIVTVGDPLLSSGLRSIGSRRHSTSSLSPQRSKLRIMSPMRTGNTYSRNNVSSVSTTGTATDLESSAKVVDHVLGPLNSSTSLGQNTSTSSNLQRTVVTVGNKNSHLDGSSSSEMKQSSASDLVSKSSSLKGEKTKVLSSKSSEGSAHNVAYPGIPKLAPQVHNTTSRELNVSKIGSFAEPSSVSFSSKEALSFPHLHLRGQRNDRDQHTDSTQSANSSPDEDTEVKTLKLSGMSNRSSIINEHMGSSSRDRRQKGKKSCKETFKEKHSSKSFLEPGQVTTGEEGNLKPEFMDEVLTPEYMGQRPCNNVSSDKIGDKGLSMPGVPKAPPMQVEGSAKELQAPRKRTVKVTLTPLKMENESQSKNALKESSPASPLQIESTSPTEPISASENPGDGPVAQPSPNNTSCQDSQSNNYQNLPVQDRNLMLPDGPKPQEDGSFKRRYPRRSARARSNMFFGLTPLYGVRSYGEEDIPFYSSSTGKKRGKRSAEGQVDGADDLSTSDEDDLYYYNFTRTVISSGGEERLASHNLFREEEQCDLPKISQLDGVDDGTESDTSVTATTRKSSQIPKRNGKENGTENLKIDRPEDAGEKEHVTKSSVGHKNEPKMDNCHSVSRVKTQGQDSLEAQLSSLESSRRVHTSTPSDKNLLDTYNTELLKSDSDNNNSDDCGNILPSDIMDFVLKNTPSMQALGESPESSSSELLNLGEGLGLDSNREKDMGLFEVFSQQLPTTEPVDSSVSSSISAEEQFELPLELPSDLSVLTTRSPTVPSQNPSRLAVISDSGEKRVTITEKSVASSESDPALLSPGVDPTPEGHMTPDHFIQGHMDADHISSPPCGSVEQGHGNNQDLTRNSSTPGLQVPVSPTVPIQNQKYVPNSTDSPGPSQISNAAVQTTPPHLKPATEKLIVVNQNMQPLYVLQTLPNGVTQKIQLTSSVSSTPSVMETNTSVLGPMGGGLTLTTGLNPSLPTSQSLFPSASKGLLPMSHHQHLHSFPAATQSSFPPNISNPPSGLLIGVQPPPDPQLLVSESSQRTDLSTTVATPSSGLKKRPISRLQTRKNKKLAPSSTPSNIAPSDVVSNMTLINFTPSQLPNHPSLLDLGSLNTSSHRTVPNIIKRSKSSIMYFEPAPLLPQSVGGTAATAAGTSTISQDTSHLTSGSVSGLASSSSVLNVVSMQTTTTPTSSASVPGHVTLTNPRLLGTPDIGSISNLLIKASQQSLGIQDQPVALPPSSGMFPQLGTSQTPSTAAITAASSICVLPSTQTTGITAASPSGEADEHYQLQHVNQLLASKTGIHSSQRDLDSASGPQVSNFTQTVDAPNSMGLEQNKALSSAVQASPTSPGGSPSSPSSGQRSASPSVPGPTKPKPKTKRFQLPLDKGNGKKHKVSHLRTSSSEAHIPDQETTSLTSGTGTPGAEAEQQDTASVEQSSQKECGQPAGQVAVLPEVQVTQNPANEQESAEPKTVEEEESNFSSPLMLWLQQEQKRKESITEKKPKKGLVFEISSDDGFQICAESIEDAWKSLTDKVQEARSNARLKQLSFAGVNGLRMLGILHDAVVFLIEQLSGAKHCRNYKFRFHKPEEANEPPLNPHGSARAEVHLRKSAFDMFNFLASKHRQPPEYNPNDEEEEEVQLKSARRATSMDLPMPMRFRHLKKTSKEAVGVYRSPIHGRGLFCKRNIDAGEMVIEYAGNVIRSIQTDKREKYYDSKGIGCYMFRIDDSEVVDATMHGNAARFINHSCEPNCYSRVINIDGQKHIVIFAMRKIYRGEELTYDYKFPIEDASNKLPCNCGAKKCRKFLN
#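 Steps: dispense CXXC domain solution (7 uM) → pin compounds or unlabeled HOX-A9 DNA control → 5 min ambient → add FLSN-HOX-A9 solution (50 nM) → spin → 30 min ambient → fluorescence polarization. Tris pH 7.5/NaCl/DTT/BSA buffer.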
# Coupling enz – qHTS Assay for Inhibitors of Fructose-1,6-bisphosphate Aldolase from Giardia Lamblia: Coupling assay counterscreen. 290,000 compounds, 0.67% hits. activity change, negative = inhibition, % at 58.2 µM, hits read low. coupling enzyme system counterscreen, AmpLite Red fluorescence; in the data active = activity change below about -30%; also: % is scaled to controls: 0 for no effect and ±100 for the full control effect
#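 Compounds tested against the coupling enzymes alone at 57.5 uM final; readout was AmpLite Red fluorescence (525/598 nm) after 20 min at RT.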
# An asterisk follows results filed as active; ? = inconclusive; · = not tested or not shown; & = joins results of further samples; [ ] = remark or other dose. This is a subset. The share of hits here may be higher or lower than overall.
# Values run as follows: CXXC DNA block, Coupling enz
- NCC(O)(CS(=O)(=O)O)c1ccc(Cl)cc1 (centres undefined)
  -8%, ·
- CCOCCn1c(N2CCCN(C)CC2)nc2ccccc21
  11%, ·
- O=c1onc2n1-c1cc(Br)ccc1OC2
  -2%, ·
- CC(/C=C/c1cccc(Oc2ccc(F)cc2)c1)N(O)C(N)=O (centres undefined)
  -8%, ·
- COc1ccc(C(=O)CCC(=O)O)c2ccccc12
  19%, ·
- OCC1NCC(O)C(O)C1O (centres undefined)
  -2%, ·
- NC(=O)[C@@H]1CSSCCC(=O)N[C@@H](CCCCN=C(N)N)C(=O)NCC(=O)N[C@@H](CC(=O)O)C(=O)N[C@@H](Cc2c[nH]c3ccccc23)C(=O)N2CCC[C@H]2C(=O)N1
  -8%, ·
- Cc1onc(-c2c(F)cccc2Cl)c1C(=O)NC1C(=O)N2C1SC(C)(C)C2C(=O)O (centres undefined)
  -2%, ·
- O=C(OC1C[C@H]2CC[C@@H](C1)[N+]21CCCC1)C(O)(c1ccccc1)c1ccccc1 (some centres undefined)
  15%, ·
- O=C(O)C1=C(CSc2nnnn2CS(=O)(=O)O)CS[C@@H]2[C@H](NC(=O)[C@H](O)c3ccccc3)C(=O)N12
  -10%, ·
- CCN(C)C(=O)Oc1cccc([C@H](C)N(C)C)c1
  -4%, ·
- O=C(O)c1nc(=O)[nH]c(=O)[nH]1
  3%, ·
- CCCCCCCCCCCCCCCCC(C(=O)O)C(O)(CC(=O)O)C(=O)O (centres undefined)
  18%, ·
- CCCC(=O)NCCc1c2n(c3ccc(OC)cc13)Cc1ccccc1-2
  -4%, ·
- C[C@H](N)C(=O)N[C@@H](C)P(=O)(O)O
  -2%, ·

# 4 records drawn at random from the list so far:
# Values run as follows: CXXC DNA block, Coupling enz
- NC(=O)[C@@H]1CSSCCC(=O)N[C@@H](CCCCN=C(N)N)C(=O)NCC(=O)N[C@@H](CC(=O)O)C(=O)N[C@@H](Cc2c[nH]c3ccccc23)C(=O)N2CCC[C@H]2C(=O)N1
  -8%, ·
- O=C(OC1C[C@H]2CC[C@@H](C1)[N+]21CCCC1)C(O)(c1ccccc1)c1ccccc1 (some centres undefined)
  15%, ·
- CCOCCn1c(N2CCCN(C)CC2)nc2ccccc21
  11%, ·
- COc1ccc(C(=O)CCC(=O)O)c2ccccc12
  19%, ·

# (listing goes on)
# Values run as follows: CXXC DNA block, Coupling enz
- CCC1(O)CC2CN(CCc3c([nH]c4ccccc34)[C@@](C(=O)OC)(c3cc4c(cc3OC)N(C=O)C3[C@]45CCN4CC=C[C@@](CC)([C@@H](OC(C)=O)[C@]3(O)C(=O)OC)[C@H]45)C2)C1 (some centres undefined)
  -8%, ·
- CC[C@H](CO)Nc1nc(NCc2ccccc2)c2ncn(C(C)C)c2n1
  3%, ·
- COc1cc(/C=C/C(=O)N2CCN(CC(=O)N3CCCC3)CC2)cc(OC)c1OC
  -7%, ·
- Cc1ccc(C(C)(C)c2ccc(C)cc2)cc1
  3%, ·
- CCCC(O)C(CC)CO (centres undefined)
  -3%, ·
- NC(Cc1cccc(-c2ccccc2CP(=O)(O)O)c1)C(=O)O (centres undefined)
  0%, ·
- O=C(O)[C@H](O)[C@@H](O)[C@H](O)[C@H](O)CO
  -8%, ·
- CCOC(=O)c1c[nH]c2cc(OCC(C)C)c(OCC(C)C)cc2c1=O
  -6%, ·
- CC(N)=NCCCC(N)C(=O)O (centres undefined)
  3%, ·
- CC(=O)c1ccc2c(c1)N(CCCN1CCN(CCO)CC1)c1ccccc1S2
  -7%, ·
- CNC(=O)[C@H]1O[C@@H](n2cnc3c(NCc4cccc(I)c4)ncnc32)[C@H](O)[C@H]1O
  1%, ·
- O=S(=O)(NCCNC/C=C/c1ccc(Br)cc1)c1cccc2cnccc12
  -3%, ·
- CO/N=C(/C(=O)N[C@@H]1C(=O)N2C(C(=O)O)=C(CSc3cnns3)CS[C@H]12)c1csc(N)n1
  -14%, ·
- CC(C)[C@H](NC(=O)OCc1ccccc1)C(=O)N[C@H](C=O)Cc1ccccc1
  14%, ·
- Nc1nc(Cl)nc2c1ncn2[C@@H]1O[C@H](CO)[C@H](O)[C@H]1O
  20%, ·
- CCC(=O)c1ccc2c(c1)N(CCCN1CCN(CCO)CC1)c1ccccc1S2
  12%, ·
- O=C(O)c1cc(=O)[nH]c(=O)[nH]1
  -7%, ·
- O=C(O)CCNC(=O)c1ccc(N=Nc2ccc(O)c(C(=O)O)c2)cc1
  -2%, ·
- Cc1ccccn1
  -6%, ·
- CN(C)CCCCCCN(C)C
  -4%, ·
- CC(=O)Nc1ccc(NC(=S)NC(=O)c2ccc(C(C)(C)C)cc2)cc1
  -5%, ·
- O=C1[C@@H]2C[C@@H]3C[C@H]1C[C@@](O)(C3)C2
  6%, ·
- Nc1nc2c(nc(Br)n2C2O[C@H]3COP(=O)(O)O[C@@H]3C2O)c(=O)[nH]1 (some centres undefined)
  1%, ·
- Oc1ccc(Cl)c2c1CCC2
  10%, ·
- O=C(COc1ccc(Cl)cc1)OCCNC12CC3CC(CC(C3)C1)C2
  -7%, ·
- CCCCC[C@H](CC(=O)NO)C(=O)N[C@H](C(=O)N1CCC[C@H]1CO)C(C)C
  34%[activator], ·
- CCNC(=O)[C@H]1O[C@@H](n2cnc3c(N)nc(NCCc4ccc(CCC(=O)O)cc4)nc32)[C@H](O)[C@H]1O
  23%, ·
- Cc1cc(O)c2ccccc2c1O
  1%, ·
- Nc1c(CC(=O)O)cccc1C(=O)c1ccc(Br)cc1
  1%, ·
- CC(=O)Nc1c(I)c(C(=O)O)c(I)c(N(C)C(C)=O)c1I
  1%, ·

# One compound at a time, as listed above. Order of values: CXXC DNA block, Coupling enz
# Results for `CCC(=O)c1ccc2c(c1)N(CCCN1CCN(CCO)CC1)c1ccccc1S2` = 12%, ·
# Results for `CCCCC[C@H](CC(=O)NO)C(=O)N[C@H](C(=O)N1CCC[C@H]1CO)C(C)C` = 34%[activator], ·

# (listing goes on)
# Values run as follows: CXXC DNA block, Coupling enz
- O=P(O)(O)OP(=O)(O)OP(=O)(O)O
  9%, ·
- O=P(O)(O)OC[C@H](O)CO
  -2%, ·
- [Li+]
  9%, ·
- CC12CCC(C1)C(C)(C)C2=O (centres undefined)
  5%, ·
- CC1(C)CCC=[N+]1[O-]
  -6%, ·
- N=C(N)n1cccn1
  2%, ·
- CO/N=C(\C(=O)N[C@@H]1C(=O)N2C(C(=O)O)=C(CSc3nc(=O)c(O)nn3C)CSC12)c1csc(N)n1 (some centres undefined)
  -12%, ·
- CN(C)c1nc2c(Br)c(Br)c(Br)c(Br)c2[nH]1
  -4%, ·
- CNC[C@@H](O)[C@@H](O)[C@H](O)[C@H](O)CO
  -2%, ·
- COc1ccc(NC(=O)/C=C/c2ccc(Cl)cc2)cc1
  16%, ·
- OCC(CO)NC1C[C@](O)(CO)[C@@H](O)[C@H](O)[C@H]1O (some centres undefined)
  -1%, ·
- CO/N=C(/C(=O)N[C@@H]1C(=O)N2C(C(=O)O)=C(COC(N)=O)CS[C@H]12)c1ccco1
  14%, ·
- COc1cc(OC)c(/C=C2/C(=O)Nc3ccccc32)c(OC)c1
  4%, ·
- NC(C(=O)O)c1ccc(O)cc1 (centres undefined)
  -2%, ·
- C=CCc1cc(OC)c(O)c(C(=O)NCCO)c1
  -5%, ·
- Cc1cccc(C)c1OCC(=O)N[C@@H](Cc1ccccc1)[C@@H](O)C[C@H](Cc1ccccc1)NC(=O)[C@H](C(C)C)N1CCCNC1=O
  4%, ·
- O=C1C(c2[nH]c3ccccc3c2O)=Nc2ccccc21
  -12%, ·
- CCCCC(CC)COC(=O)/C=C/c1ccc(OC)cc1 (centres undefined)
  7%, ·
- [O-][n+]1cccc(CO)c1
  -1%, ·
- CC1C(=O)CC2C3(C)CCC2(C(C)C(=O)O)C(=O)C13 (centres undefined)
  10%, ·
- Cn1cc(O)nc1NC(=O)Nc1cccc(Cl)c1
  -3%, ·
- CC(C)=CCC/C(C)=C/C=C/C(C)=C/C=C/C(C)=C/C=C/C=C(C)/C=C/C=C(C)/C=C/C=C(\C)CCC=C(C)C
  -8%, ·
- CC1(C)CCC(C)(C)c2cc(NC(=O)c3ccc(C(=O)O)cc3)ccc21
  -2%, ·
- CC1(C)[C@@H]2CC[C@]1(C)[C@@H](OC(=O)CSC#N)C2
  -14%, ·
- CCC1NC(=O)C(NC(=O)c2ncccc2O)C(C)OC(=O)C(c2ccccc2)NC(=O)C2CC(=O)CCN2C(=O)C(Cc2ccccc2)N(C)C(=O)C2CCCN2C1=O (centres undefined)
  -9%, ·
- OCC(O)CS (centres undefined)
  4%, ·
- CCCC1O[C@@H]2C[C@H]3[C@@H]4CCC5=CC(=O)C=C[C@]5(C)C4[C@@H](O)C[C@]3(C)[C@]2(C(=O)CO)O1 (some centres undefined)
  -2%, ·
- CCOC(=O)C12CC1/C(=N/O)c1ccccc1O2 (centres undefined)
  5%, ·
- CC(=O)NC(=O)c1ccccc1O
  4%, ·
- Clc1cc(Cl)c(OCC#CI)cc1Cl
  11%, ·
- CCOC(=O)c1cccnc1
  -2%, ·
- O=C(O)COc1ccc(CCNS(=O)(=O)c2ccccc2)s1
  -6%, ·
- OC[C@H]1O[C@@H]2O[C@H]3[C@H](O)[C@@H](O)[C@@H](O[C@H]4[C@H](O)[C@@H](O)[C@@H](O[C@H]5[C@H](O)[C@@H](O)[C@@H](O[C@H]6[C@H](O)[C@@H](O)[C@@H](O[C@H]7[C@H](O)[C@@H](O)[C@@H](O[C@H]8[C@H](O)[C@@H](O)[C@@H](O[C@H]1[C@H](O)[C@H]2O)O[C@@H]8CO)O[C@@H]7CO)O[C@@H]6CO)O[C@@H]5CO)O[C@@H]4CO)O[C@@H]3CO
  -2%, ·
- CCCCCCCCCCCC(=O)N(CCO)CCO
  7%, ·
- NC(=O)OC[C@@H]1[C@H](NC(=O)/C(=N/OCC(=O)O)c2csc(N)n2)C(=O)N1S(=O)(=O)O
  0%, ·
- [O]=[Bi][O]C(=O)[O][Bi]=[O]
  1%, ·
- C=C(CC[C@@H](C)[C@H]1CCC2[C@]1(C)CC[C@]13C[C@@]14CCC(OC(=O)/C=C/c1ccc(O)c(OC)c1)C(C)(C)[C@@H]4CC[C@@]23C)C(C)C (some centres undefined)
  8%, ·
- CCCOc1ccc2nc(NC(=O)OC)sc2c1
  2%, ·
- C=CC(=O)O
  -1%, ·
- CC(C)(C)NC[C@@H](O)c1ccc(O)c(CO)n1
  -1%, ·
- CC(=O)[C@H]1CCC2C3CC=C4C[C@@H](OS(=O)(=O)O)CC[C@]4(C)C3CC[C@@]21C (some centres undefined)
  -4%, ·
- C[S+](C)CC[C@H](N)C(=O)O
  -1%, ·
- CC[C@]1(O)C[C@H]2CN(CCc3c([nH]c4ccccc34)[C@@](C(=O)OC)(c3cc4c(cc3OC)N(C=O)[C@H]3[C@@](O)(C(=O)OC)[C@H](OC(C)=O)[C@]5(CC)C=CCN6CC[C@]43[C@@H]65)C2)C1
  11%, ·
- NC(=O)C1=CN(C2OC(COP(=O)(O)OP(=O)(O)OC[C@H]3O[C@@H](n4cnc5c(N)ncnc54)[C@H](OP(=O)(O)O)[C@H]3O)C(O)C2O)C=CC1 (some centres undefined)
  -19%, ·
- CN1C2CCC1CC(NC(=O)c1nn(C)c3ccccc13)C2 (centres undefined)
  -2%, ·
- CCOc1ccc(NC(=O)CC(C)O)cc1 (centres undefined)
  -6%, ·
- C[C@H](CCC(=O)O)[C@H]1CC[C@@H]2[C@H]3[C@@H](C[C@@H](O)[C@]21C)[C@]1(C)CC[C@H](O)C[C@@H]1C[C@@H]3O
  1%, ·
- CC(C)OC(=O)C(C(=O)OC(C)C)=C1SC=CS1
  0%, ·
- CC1CCCCN1CCCOC(=O)c1ccccc1 (centres undefined)
  -1%, ·
- OCl
  3%, ·
- Oc1cc(O)cc(O)c1
  8%, ·
- CCCCCCCCCCCCCC(=O)OC(C)C
  6%, ·
- CCCCCCCCOc1ccccc1C(=O)Nc1ccc(C(=O)OCC[N+](C)(CC)CC)cc1
  ?, ·
- O=C1C2C=CC=CC2=NC(=S)N1CCN1CCC(=C(c2ccc(F)cc2)c2ccc(F)cc2)CC1 (centres undefined)
  15%, ·
- C=C1CCC(O)C/C1=C/C=C1\CCC[C@]2(C)[C@@H]([C@H](C)/C=C/[C@H](C)C(C)C)CC[C@@H]12 (some centres undefined)
  -2%, ·
- NCC1CCC(C(=O)O)CC1 (centres undefined)
  0%[51.4 µM], 3&4
- C[N+]1(C)CCC[C@@H](OC(=O)C(O)(c2ccccc2)c2ccccc2)C1
  1%[51.4 µM], 1
- NC[C@@H]1O[C@@H](O[C@H]2[C@H](O)[C@H](O[C@@H]3O[C@H](CO)[C@@H](O)[C@H](N)[C@@H]3O)[C@@H](N)C[C@H]2N)[C@H](N)C[C@@H]1O
  9%[51.4 µM], 2
- C=C1CC[C@H](O)C/C1=C/C=C1\CCC[C@]2(C)[C@@H]([C@H](C)CCCC(C)(C)O)CC[C@@H]12
  -1%, 3
- CC(C)CC(NC(=O)C(COC(C)(C)C)NC(=O)C(Cc1ccc(O)cc1)NC(=O)C(CO)NC(=O)C(Cc1c[nH]c2ccccc12)NC(=O)C(Cc1cnc[nH]1)NC(=O)C1CCC(=O)N1)C(=O)NC(CCCN=C(N)N)C(=O)N1CCCC1C(=O)NNC(N)=O (centres undefined)
  -2%, 0
- O=C(O)CN(CCN(CC(=O)O)CC(=O)O)CCN(CC(=O)O)CC(=O)O
  4%, 2&0
